APJ ag: agonists of human apelin receptor APJ, primary screen, CHO-K1 cells, PathHunter beta-arrestin, luminescence. P35414. 0% DMSO wells, 100% apelin. activation, % at 20 µM. 330,000 tested, 0.11% active;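 active = activation more than six SD over the plate average, tested at 20 µM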;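 note: 0% = DMSO alone and 100% = apelin-13 at 10 nM; some results filed as inactive read as strong as hits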
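assay system = CHO-K1 APJ beta-arrestin complementation cell line | input = cell density 1000 per well | dosing = compound 20 µM once, DMSO 1% | timing = compound 90 min 25 °C, reagent 1 h | measured by = luminescence from split beta-galactosidase complementation, Galacton Star/Emerald II substrate | read-out basis = APJ agonist activity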
TIM10 inh: growth inhibitors of isogenic TIM10 control yeast, primary screen, counter-screen for tim10-1 yeast inhibitor project, luminescence, uHTS; inhibition, % at 10 µM; 330,000 tested, 1.4% active; S. cerevisiae TIM10 strain growth, BacTiter-Glo luminescence, 24 h;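 active = inhibition of 40% or more at the single tested concentration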;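 note: wild-type TIM10 isogenic control strain grown at permissive 25 °C; 0% = DMSO yeast wells and 100% = minimal medium wells without yeast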
UPR CHOP act: activators of apoptotic CHOP UPR arm, primary screen, cell-based, CHO-CHOP luciferase reporter, luminescence, uHTS | UPR activation; percent of tunicamycin response over DMSO baseline | activation, % at 10 µM | 330,000 tested, 0.34% active | AID 449763, 2010;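 active = at 10 µM dose, activation of 40% or more, normalized to positive control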;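 note: 100% = tunicamycin at 10 µg/mL and 0% = DMSO alone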
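System: CHO CHOP reporter cells. Amount: 500 cells per well. Buffer or medium: F12 medium, 10% FBS. Compound dosing: one dose, 10 µM in 0.5% DMSO. Incubation: 6 h compound exposure at 37 °C after overnight seeding. Technique: Steady-Glo luciferase luminescence. Benchmarks: tunicamycin and DMSO controls.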
APJ antag: antagonists of human apelin receptor APJ, primary screen, CHO-K1 cells, beta-arrestin complementation, luminescence; P35414; inhibition, % at 20 µM; 330,000 tested, 0.32% active; AID 2521, 2010;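 active = inhibition above about 40% at 20 µM, limit read from the data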;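 note: cells challenged with 10 nM apelin-13 agonist together with compound; plate controls were apelin-13 plus DMSO wells for no effect and DMSO wells lacking apelin-13 for full effect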
CXCR6 inh: CXCR6 receptor inhibitors, primary screen, cell-based, beta-arrestin, luminescence, CHO-K1 PathHunter, 1536-well; inhibition, % at 20 µM; 360,000 tested, 0.36% active; C-X-C chemokine receptor type 6 (Homo sapiens), O00574; in the data active = inhibition above about 34%, passing the limit was not always enough;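 note: antagonist mode with CXCL16 agonist at 10 nM final; 0% = 10 nM CXCL16 with DMSO and 100% = unstimulated wells without agonist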
tim23-1 inh: growth inhibitors of tim23-1 mutant yeast, primary screen, luminescence, uHTS | S. cerevisiae tim23-1 growth, BacTiter-Glo luminescence, 24 h | 330,000 tested, 1.3% active | AID 463212, 2010 | inhibition, % at 20 µM;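 active = growth inhibition of the mutant yeast at or above 50%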;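 note: temperature-sensitive mutant grown at 25 °C; plate controls were DMSO-treated mutant yeast for no effect and medium wells lacking yeast for full effect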
UPR XBP1 act: activators of adaptive XBP1 UPR arm, primary screen, cell-based, CHO-XBP1 luciferase reporter, luminescence, uHTS; 330,000 tested, 0.33% active; activation, % at 20 µM; IRE1-XBP1 UPR activation; percent of tunicamycin response, DMSO as zero;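 active = versus positive control, 20 µM dose yields 30% or more activation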;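 note: 100% = tunicamycin at 10 µg/mL and 0% = DMSO only wells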
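Material: CHO-XBP1 cells stably carrying IRE1-XBP1-driven luciferase reporter | Medium: F12 with 10% serum | Compound dosing: 20 µM single concentration, DMSO 1% | Incubation: Overnight seeding at 37 °C, 6 h compound treatment at 37 °C | Detection: Steady-Glo luminescence read | Read-out basis: % activation of reporter signal versus tunicamycin and DMSO controls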
tim10-1 inh: growth inhibitors of tim10-1 mutant yeast, primary screen, luminescence, uHTS | S. cerevisiae tim10-1 ts strain growth, BacTiter-Glo, 24 h | inhibition, % at 20 µM | 330,000 tested, 2.2% active | AID 463190, 2010;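 active = inhibition of at least 40%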;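 note: mutant grown at 25 °C; 0% = DMSO wells with yeast and 100% = wells holding no yeast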
Mdm2-MdmX inh: inhibitors of human Mdm2-MdmX association, primary screen, cell-based, luminescence, split luciferase, SaOS-2, uHTS; Protein Mdm4 (Homo sapiens) + E3 ubiquitin-protein ligase Mdm2 (Homo sapiens), …; SaOS-2 split-luciferase Mdm2/MdmX complementation; inhibition, % at 8 µM; 330,000 tested, 3% active; AID 485346, 2010;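 active = inhibition of at least 50% at 8 µM in the primary screen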
Target sequence (O15151 whole entry, looked up): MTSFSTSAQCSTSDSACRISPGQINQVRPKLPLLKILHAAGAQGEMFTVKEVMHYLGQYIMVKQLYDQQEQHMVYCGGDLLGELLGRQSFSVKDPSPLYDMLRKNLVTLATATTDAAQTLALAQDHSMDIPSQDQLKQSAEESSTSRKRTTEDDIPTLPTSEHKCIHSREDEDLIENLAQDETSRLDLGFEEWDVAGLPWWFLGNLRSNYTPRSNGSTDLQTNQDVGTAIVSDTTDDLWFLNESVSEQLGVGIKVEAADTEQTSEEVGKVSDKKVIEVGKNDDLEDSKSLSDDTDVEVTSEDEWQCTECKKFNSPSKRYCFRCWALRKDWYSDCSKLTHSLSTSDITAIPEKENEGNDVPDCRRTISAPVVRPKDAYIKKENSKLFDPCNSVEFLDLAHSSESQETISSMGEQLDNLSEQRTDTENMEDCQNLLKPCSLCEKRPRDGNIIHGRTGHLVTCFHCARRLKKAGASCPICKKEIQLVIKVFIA
Target sequence (Q00987 whole entry, looked up): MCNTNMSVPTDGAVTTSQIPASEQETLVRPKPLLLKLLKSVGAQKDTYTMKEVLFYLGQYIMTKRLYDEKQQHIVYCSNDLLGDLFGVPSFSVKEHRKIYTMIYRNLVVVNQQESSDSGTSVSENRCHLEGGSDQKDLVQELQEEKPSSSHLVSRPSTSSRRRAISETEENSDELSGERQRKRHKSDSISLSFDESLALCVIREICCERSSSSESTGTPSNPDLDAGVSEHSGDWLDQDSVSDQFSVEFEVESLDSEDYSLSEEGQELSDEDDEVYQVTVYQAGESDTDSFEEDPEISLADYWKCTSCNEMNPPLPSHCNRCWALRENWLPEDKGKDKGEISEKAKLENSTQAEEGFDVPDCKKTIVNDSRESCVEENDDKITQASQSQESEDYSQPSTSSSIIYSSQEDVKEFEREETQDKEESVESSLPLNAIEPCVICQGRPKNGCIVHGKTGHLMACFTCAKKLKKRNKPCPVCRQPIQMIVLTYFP
* hit, by the source's call. Some of the compounds tested; rates above refer to the full screens.

entry	Structure	TIM10 inh	UPR CHOP act	UPR XBP1 act	tim23-1 inh	APJ ag	Mdm2-MdmX inh	APJ antag	CXCR6 inh	tim10-1 inh
1	O=C(Nc1ccc(S(=O)(=O)N2CCOCC2)cc1)c1cc([N+](=O)[O-])ccc1Cl	16	0.6	-7	16	6	34	-50	-14	18
2	Cc1ccccc1NC(=O)c1cn(-c2ccccc2)nc1-c1ccccc1	36	-0.5	0	25	-2	6	-10	4	30
3	Cc1ccc2cc(CN(C(=O)C3CCCO3)C3CCCCC3)c(=O)[nH]c2c1 (configuration not stated)	-1	-0.8	-5	-5	-2	-31	14	-7	-3
4	CCNC(=O)CC1SC(=Nc2cccc(Cl)c2C)N(C)C1=O (configuration not stated)	-8	1.0	0	6	-2	-4	-4	6	32
5	CCOc1ccc(-n2nnc3c(=O)n(CC(=O)NCc4ccco4)cnc32)cc1	-9	-1.2	2	0	-4	-10	-30	6	2
6	CCc1ccc(N2CC(C(=O)Nc3ccccc3F)CC2=O)cc1 (configuration not stated)	6	-0.4	-2	28	-4	-18	10	0	23
7	O=S(=O)(c1ccc(OC(F)(F)F)cc1)N1CCCC(N2CCOCC2)C1 (configuration not stated)	-32	0.4	0	4	-2	8	23	-8	-26
8	O=C(O)C(NS(=O)(=O)c1ccc(F)cc1)c1ccccc1 (configuration not stated)	-1	5.6	3	12	-3	-7	13	-10	16
9	Cc1cc(C)c(C(=O)/C=C/c2ccc(C(C)C)cc2)c(=O)[nH]1	43*	-0.8	3	26	-3	86*	0	6	49*
10	Cc1cc(C)n(-c2ccc(C(=O)Nc3ccccc3N3CCOCC3)cc2)n1	19	-1.1	1	41	3	1	-6	-3	30
11	CNC(=S)NNC(=O)c1cccn(Cc2cccc(C(F)(F)F)c2)c1=O	-13	-0.2	0	6	0	20	8	-10	6
12	O=C(OCCN1CCCCC1)c1ccccc1F	-8	-0.9	-1	-5	-3	18	13	7	-6
13	CCOc1ccc(NC(=O)CSC2=NN3CCCC(=O)N=C3S2)cc1	-4	-1.1	-4	-3	-3	2	5	-2	0
14	CCC(CC)c1nnc(NC(=O)Oc2ccccc2)s1	5	-1.9	1	38	-2	-3	-15	6	31
15	O=C(CN1C(=O)c2ccccc2C1=O)Nc1cccc(O)c1	-1	-0.6	-3	0	-2	5	-22	8	5

Along the list, as entered above.
tim23-1 inh for entries 1 to 6 → 16, 25, -5, 6, 0, 28
UPR XBP1 act for entries 1 to 6 → -7, 0, -5, 0, 2, -2
UPR CHOP act for entries 1 to 6 → 0.6, -0.5, -0.8, 1.0, -1.2, -0.4

Single entries from the entries so far:
Value for `CCC(CC)c1nnc(NC(=O)Oc2ccccc2)s1` in APJ antag: -15
Value for `O=C(O)C(NS(=O)(=O)c1ccc(F)cc1)c1ccccc1` (configuration not stated) in APJ antag: 13

The listing continues:
entry	Structure	TIM10 inh	UPR CHOP act	UPR XBP1 act	tim23-1 inh	APJ ag	Mdm2-MdmX inh	APJ antag	CXCR6 inh	tim10-1 inh
16	CCC(=O)N1CCNC(=O)C1CC(=O)Nc1ccc(C)c(Cl)c1 (configuration not stated)	13	1.5	-2	12	-4	13	7	-10	3
17	CCCCCC(=O)NC(=S)Nc1ccccc1C(=O)OC	43*	2.4	2	45	-2	0	7	3	40*
18	COc1ccc(C2/C(=C(/O)c3ccc(C)cc3)C(=O)C(=O)N2CCCN2CCOCC2)cc1 (configuration not stated)	-9	0.7	-3	6	-3	29	22	0	-1
19	CCOC(=O)C1CCCN(c2c(NCCN(CC)c3ccccc3)c(=O)c2=O)C1 (configuration not stated)	-5	2.9	1	10	0	2	40*	3	8
20	COc1ccc([N+](=O)[O-])c(OC)c1C(=O)NC(=O)Nc1c(C)cccc1C	-7	0.0	0	-3	-4	7	3	-2	12
21	Cc1ccc(CN2CCNC(=O)C2CC(=O)N(C)C2CCCCC2)o1 (configuration not stated)	4	0.9	-2	1	-3	1	13	-4	11
22	Cc1ccccc1NCc1nnc2n1CCCCC2	2	-0.2	-2	10	-2	2	-21	7	7
23	COc1ccc(OC)c(C2NC(=O)CCC2[N+](=O)[O-])c1 (configuration not stated)	7	3.9	1	3	0	-36	22	-1	-8
24	O=C(CS(=O)(=O)c1ccccc1)Nc1nnc(Cc2ccccc2)s1	-4	-1.0	-3	8	6	12	-6	1	1
25	CC(C)Cc1cc(C(=O)Nc2sc3c(c2C#N)CCCC3)no1	-9	2.7	0	33	5	-18	1	0	-10
26	C/C(=N\NC(=O)Cc1ccccc1)c1ccc(Cl)s1	4	-0.1	-2	-1	1	5	13	-3	-5
27	Cc1ccc(NC(=O)CSCC(=O)Nc2ccc(N3CCOCC3)c(Cl)c2)cc1	-2	-3.1	-3	-2	-3	0	14	1	3
28	O=C(CC(C(=O)O)c1c[nH]c2ccccc12)c1ccccc1 (configuration not stated)	0	-0.1	1	14	-1	-6	-14	-10	15
29	COc1cccc(-c2cc3nc4c(c(N5CCC6(CC5)OCCO6)n3n2)CCCC4)c1	26	1.7	6	39	0	22	2	6	41*
30	CCn1cc(C(=O)Nc2ccc(C)cc2[N+](=O)[O-])c(C)n1	-7	1.4	-2	8	-1	7	-13	-7	-7
31	CN1CCN(C(=O)C2=C[C@H](c3ccc(C(F)(F)F)cc3)C[C@H](OCCCCO)O2)CC1	2	-0.4	-3	10	-1	13	14	4	-6
32	CC1=C(C(=O)NC2CCCC(C)C2C)C2(CCCCC2)OC1=O (configuration not stated)	19	-1.4	-2	22	-2	5	-12	1	23
33	CC(C)(O)c1cc(=O)sc2nc3ccccc3n12	-7	3.8	1	9	-2	-34	-5	-2	-10
34	O=C1c2cccc3c(N4CCCCC4)ccc(c23)C(=O)N1c1cccc(O)c1	14	3.5	-3	26	0	-14	9	10	25
35	Cc1cccc(Nc2nc(N)c([N+](=O)[O-])c(N3CCC(C)CC3)n2)c1	15	1.7	4	28	-1	11	7	-1	18
36	Cc1c(Br)c(=O)[nH]c(=O)n1COCc1ccccc1	-14	-2.5	1	-3	-1	1	16	3	13
37	C[C@@H]1CN([C@H](C)CO)C(=O)c2cc(NC(=O)Cc3cn(C)c4ccccc34)ccc2O[C@H]1CN(C)C(=O)Nc1ccc2c(c1)OCO2	2	-0.2	-2	2	-2	10	-4	-8	2
38	CC(=O)c1ccc(N2CCN(C(=O)/C=C/c3ccc(S(=O)(=O)NCc4ccco4)cc3)CC2)cc1	8	-2.1	1	28	0	19	-24	-6	22
39	COc1ccc2c(=O)c(C(=O)NCc3ccccc3)c[nH]c2c1	9	2.1	-2	2	8	5	-34	-6	12
40	COC(=O)c1ccccc1OC(=O)c1cc2ccccc2oc1=O	8	4.1	0	38	-4	-15	-7	-2	32
41	O=C(Nc1ccnn1C1CCN(C(=O)c2cc(Cl)ccc2F)CC1)C1CCOC1 (configuration not stated)	-1	0.2	6	-6	-4	-2	17	-3	6
42	CCCn1c(=O)c2ccccc2n2c(SCC(=O)c3ccc(CC)cc3)nnc12	4	-0.3	-2	-6	-3	10	1	1	6
43	COc1ccc(NC(=S)N2CCN(C/C=C/c3ccccc3)CC2)c(OC)c1	10	-2.0	-1	12	-1	10	8	-5	12
44	O=C(NCCC1CCCCN1S(=O)(=O)c1ccccc1)C(=O)NCc1ccco1 (configuration not stated)	17	-0.7	-2	21	0	14	12	0	6
45	COc1ccc(CN2C(=O)c3cccnc3C2=O)cc1S(=O)(=O)N1CC(C)CC(C)C1 (configuration not stated)	10	1.4	-5	24	-4	-14	1	0	24
46	CCOc1ccc(C(C)=O)cc1COC(=O)C1=COCCO1	-2	-2.6	-7	-1	-3	9	9	-1	-12
47	COc1cc(NC(=O)c2ccccc2)c(OC)cc1NC(=O)Cc1ccc(F)cc1	-4	-0.1	-3	8	2	12	2	0	-1
48	COCCCN=CC1=C(O)CC(c2ccccc2)CC1=O (configuration not stated)	-6	-0.1	-1	6	-2	-1	11	-3	16
49	COc1ccc(-c2cc(C(=O)NCCN3CCOCC3)c3ccccc3n2)c(OC)c1	-31	-1.3	0	5	-1	14	-36	4	-42
50	Cc1cccc(N2CC(C(=O)Nc3nnc(SCc4cccnc4)s3)CC2=O)c1 (configuration not stated)	0	1.0	0	8	3	19	10	-4	9
51	C=CCn1c(C)cc(C(=O)Cn2nc(C(=O)O)c3ccccc3c2=O)c1C	-10	-1.1	-2	5	-3	27	-5	1	-1
52	Cc1ccc(S(=O)(=O)n2nc(C)cc2C)cc1	1	0.4	3	3	-3	5	2	4	18
53	COc1ccc(NC(=O)c2[nH]c(C)c(C(C)=O)c2C)cc1S(=O)(=O)Nc1ccc(Br)cc1	2	0.9	0	14	-1	49	-17	-1	-12
54	O=C(NC1CCCC1)c1ccc(CS(=O)(=O)c2ccc(Cl)cc2)o1	-5	2.1	0	7	-4	36	15	-5	24
55	Cc1ccccc1NC(=O)COC(=O)CCc1nc2ccccc2c(=O)[nH]1	1	2.0	1	-8	-2	1	15	3	2
56	CCOC(=O)C[N+]1(C)CCN(C(C)=O)CC1	5	0.4	-2	-3	-4	-12	-20	6	5

Entries from the list above containing a nitro group on carbon (5):
entry	Structure	TIM10 inh	UPR CHOP act	UPR XBP1 act	tim23-1 inh	APJ ag	Mdm2-MdmX inh	APJ antag	CXCR6 inh	tim10-1 inh
1	O=C(Nc1ccc(S(=O)(=O)N2CCOCC2)cc1)c1cc([N+](=O)[O-])ccc1Cl	16	0.6	-7	16	6	34	-50	-14	18
20	COc1ccc([N+](=O)[O-])c(OC)c1C(=O)NC(=O)Nc1c(C)cccc1C	-7	0.0	0	-3	-4	7	3	-2	12
23	COc1ccc(OC)c(C2NC(=O)CCC2[N+](=O)[O-])c1 (configuration not stated)	7	3.9	1	3	0	-36	22	-1	-8
30	CCn1cc(C(=O)Nc2ccc(C)cc2[N+](=O)[O-])c(C)n1	-7	1.4	-2	8	-1	7	-13	-7	-7
35	Cc1cccc(Nc2nc(N)c([N+](=O)[O-])c(N3CCC(C)CC3)n2)c1	15	1.7	4	28	-1	11	7	-1	18

Assay outcomes (PubChem)
